Screening data deposited in PubChem by National Center for Advancing Translational Sciences (NCATS).
HEK293 viab: reduces viability of HEK-293 SNCA reporter cells. HEK-293-SNCA-luc viability, GF-AFC fluorescence, 24 h. Potency, µM (top dose mostly 57.1 µM), without a hit: at the top dose activity change, negative = cytotoxicity, usual class: cytotoxic. actives 0.12% (n = 150,000). AID 1671193;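 further: potency means the concentration at half of the fitted maximal effect; 0% = DMSO-treated cells and -100% = medium-only wells without cells; nearly all actives have a fitted effect of over 30% in size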
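Cytotoxicity counterscreen: after 24 h compound treatment of genome-edited SNCA-luciferase HEK-293 cells, live-cell protease substrate GF-AFC read by fluorescence after 30 min; activity scaled between DMSO (0%) and medium-only (-100%), curves Hill-fitted.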
FLuc inh: inhibitors of firefly (Photinus pyralis) luciferase; P08659; purified P. pyralis luciferase, luminescence, biochemical; Potency, µM (top dose mostly 115 µM), inactives show at the top dose activity change, negative = inhibition, actives largely listed as inhibitors; actives 2.5% (n = 76,000); further: potency means the concentration at half of the fitted maximal effect; nearly all actives have a fitted effect of over 65% in size
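Purified P. pyralis luciferase (10nM final) in 50mM Tris acetate pH 7.5, 10mM Mg acetate, 0.01% Tween-20, 0.05% BSA with 10uM D-luciferin and 10uM ATP. Compounds titrated qHTS. Luminescence imaged on CCD.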
SNCA expr inh: reduces expression of the alpha-synuclein gene; HEK-293 SNCA-luciferase knock-in, luminescence, 24 h; Potency, µM (series often up to 57.2 µM), for the others: at the highest dose activity change, negative = inhibition, hits mostly inhibitors; actives 0.17% (n = 140,000);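 further: potency means the concentration at half of the fitted maximal effect; plate controls were DMSO cells for no effect and cell-free wells for full effect; nearly all actives have a fitted effect of over 45% in size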
IP6K1 inh: inhibitors of human IP6K1 | IP6K1 kinase, ADP-Glo luminescence, 2 h; hits give low values | Q92551 | actives 0.81% (n = 140,000) | activity change, % (series mostly up to about 58 µM); in the data active means activity change below about -25%
Target sequence (Q92551 whole entry, looked up): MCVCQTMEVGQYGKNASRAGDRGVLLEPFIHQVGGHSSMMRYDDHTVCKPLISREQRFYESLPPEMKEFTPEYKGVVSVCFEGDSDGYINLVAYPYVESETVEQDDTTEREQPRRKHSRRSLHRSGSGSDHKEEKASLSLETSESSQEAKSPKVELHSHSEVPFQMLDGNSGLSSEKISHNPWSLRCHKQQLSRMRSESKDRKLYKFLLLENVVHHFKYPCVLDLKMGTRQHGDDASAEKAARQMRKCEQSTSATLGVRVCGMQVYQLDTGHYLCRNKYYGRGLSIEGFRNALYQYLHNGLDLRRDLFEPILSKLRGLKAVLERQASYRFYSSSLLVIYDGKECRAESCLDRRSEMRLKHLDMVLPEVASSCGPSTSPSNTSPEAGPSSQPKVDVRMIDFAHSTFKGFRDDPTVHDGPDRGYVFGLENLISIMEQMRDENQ
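ADP-Glo luminescence measures ADP made by human IP6K1 during a 2 h RT reaction with ATP/IP6 (mix at 1.3 mM/130 uM); top library doses 57.5 and 19.1 uM final.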
HEK cytotox: kills HEK 293 cells | Potency, µM (top dose mostly 115 µM), inactives show at the top dose activity change, negative = cytotoxicity, most hits filed as inhibitors | actives 6.6% (n = 94,000) | HEK 293 viability, ATP luminescence (CellTiter-Glo), 48-72 h | AID 1345083; further: potency means the concentration at half of the fitted maximal effect; nearly all actives have a fitted effect of over 60% in size
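CellTiter-Glo luminescence (cellular ATP) was read after 48 or 72 hr of compound exposure at 37 degree Celsius. Cells were HEK 293 plated at 250 cells/well.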
3T3 cytotox: cytotoxic compounds in NIH 3T3 cells; NIH 3T3 viability, CellTiter-Glo ATP luminescence, 48-72 h; Potency, µM (highest dose often 96.7 µM), for the others: top-dose activity change, negative = cytotoxicity, most hits filed as inhibitors; actives 4.3% (n = 94,000); further: potency means the concentration at half of the fitted maximal effect; nearly all actives have a fitted effect of over 55% in size
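NIH 3T3 cells at 400 cells/well received 23 nL of compound by pintool and were incubated 48 or 72 h at 37 °C. Viability was read as ATP-coupled CellTiter-Glo luminescence.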
GPT2 inh: GPT2 alanine aminotransferase inhibition; Q8TD30; actives 0.25% (n = 100,000); Recombinant GPT2, coupled pyruvate oxidase/HRP Amplex Red fluorescence; Potency, µM (top dose mostly 57.7 µM), for the others: top-dose activity change, negative = inhibition, most hits filed as inhibitors; further: potency means the concentration at half of the fitted maximal effect; nearly all actives have a fitted effect of over 60% in size; many of its hits are not listed in these tables
Target sequence (Q8TD30 whole entry, looked up): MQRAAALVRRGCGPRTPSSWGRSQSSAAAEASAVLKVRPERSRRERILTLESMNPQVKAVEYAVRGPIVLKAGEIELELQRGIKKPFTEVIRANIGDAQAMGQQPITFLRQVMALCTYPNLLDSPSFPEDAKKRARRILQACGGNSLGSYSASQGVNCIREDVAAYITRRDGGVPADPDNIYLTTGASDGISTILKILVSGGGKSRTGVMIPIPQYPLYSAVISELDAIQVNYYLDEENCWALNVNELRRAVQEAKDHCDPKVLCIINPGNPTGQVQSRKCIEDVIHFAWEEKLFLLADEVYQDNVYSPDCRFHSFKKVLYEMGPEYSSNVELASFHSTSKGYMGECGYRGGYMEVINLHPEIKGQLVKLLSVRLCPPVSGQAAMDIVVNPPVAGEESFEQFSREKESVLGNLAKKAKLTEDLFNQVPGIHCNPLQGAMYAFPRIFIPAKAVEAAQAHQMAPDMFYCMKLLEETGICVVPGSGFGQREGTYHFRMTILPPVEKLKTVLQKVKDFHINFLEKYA
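Fluorescence of coupled pyruvate oxidase/HRP/Amplex Red system (50uM Amplex, 30 min, dark) reports pyruvate formed by GPT2. Enzyme reaction: 10ng/uL GPT2, 2mM L-alanine, 250uM a-KG, 30 min room temperature, pH 7.5; 50uM AOA control.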
* hit, by the source's call; i = inactive; ? = inconclusive; nt = not tested or not shown; & = joins results of further samples; ! = not active in a repeat; [ ] = another dose, or the depositor's remark. Unless noted, the call rests on the fitted dose curve; in most records, active means well fitted curve in the direction sought with a large enough effect; inconclusive means small, poorly fitted or top-dose-only effect, or another doubt; inactive means no such curve, though single readings can be large; an effect the other way counts as inactive or inconclusive. Unless noted, on the % scale 0 is the no-effect control and ±100 the full control effect.

Structure	HEK293 viab	FLuc inh	SNCA expr inh	IP6K1 inh	HEK cytotox	3T3 cytotox	GPT2 inh
COc1ccc(-c2cn3nc(N4CCCC(C(=O)NCc5ccccc5Cl)C4)sc3n2)cc1 (configuration not stated)	-25%	nt	90%[activator]	4	nt	nt	nt
COC[C@H]1CCCN1C(=O)CC[C@H]1CNC(=O)[C@@H]2[C@@H](CCN2Cc2cccs2)N1C	3%[87.6 µM]	-5%[172 µM]	4%[87.6 µM]	12	1%[172 µM]	-7%[174 µM]	i
CCc1ccc(NC(=O)CC2C(=O)N(c3ccc(C)cc3)C(=O)N2CCc2ccncc2)cc1 (configuration not stated)	-18%	nt	-18%	-2	nt	nt	nt
Cc1c(Cl)cccc1NC(=O)CN1C(=O)NC2(CCCCC2)C1=O	7%	-6%	-29%	9	-27%	-33%	5%
COc1ccc(C(=O)Nc2ccc3nc(SCC(=O)N4CCOCC4)sc3c2)cc1	-9%	nt	23%	7	nt	nt	nt
COCCNC(=O)CSc1cn(CC(=O)N2CCCCCC2)c2ccccc12	24%	nt	9%	-7	nt	nt	nt
COc1ccc(CCNC(=O)c2cc(-c3cccnc3)nc3c2cnn3C)cc1	4%	nt	199%[activator]	15	?	?	i
CC(=O)N1CCC(N2CC[C@H](c3nc4ccccc4s3)C2)CC1	-8%[87.6 µM]	?	41%[activator][87.6 µM]	26	-11%[172 µM]	i	i
COC[C@@H]1CN(C(=O)c2ccc(OC)c(F)c2)C[C@H]1C(N)=O	-8%	-2%	3%	6	i	2%	i
CN(Cc1ccccc1)Cc1cn([C@H]2CO[C@H]3[C@@H]2OC[C@@H]3NC(=O)Nc2ccc(Oc3ccccc3)cc2)nn1	2%	0%	-3%	-1	-28%	-13%	-1%
COC(=O)N1CCn2c(nn(-c3ccc(C)cc3)c2=O)C1	2%[87.6 µM]	?	115%[activator][87.6 µM]	-8	i	-18%[138 µM]	i
O=c1n(-c2ccc(C(F)(F)F)cc2)nc2n1CCN(Cc1ccc(F)cc1)C2	10%&-9%	-10%	9%&-23%	-2&9	32µM*!	40µM*	0%
CC(=O)NC1CCN(c2nc3ncccc3o2)CC1	4%&3%[87.6 µM]	-7%&8%[172 µM]	4%&-2%[87.6 µM]	6&-15	5%&3%[172 µM]	1%&-1%[138 µM]	3%[88.5 µM]
COc1cccc(CC(=O)N2CCCn3nc(C)c(-c4ccccc4-c4ccccc4)c32)c1	-9%[87.6 µM]	-2%[172 µM]	7%[87.6 µM]	8	?	79µM*	5%[88.5 µM]
O=S(=O)(c1ccc(F)c(F)c1)N1CCCC(Cn2c(C3CC3)nc3cccnc32)C1 (configuration not stated)	10%	-9%	-1%	-4	-12%	?	i
CC(C)CCN1CCOc2cc(C(=O)Nc3nccs3)ccc2C1	1%[87.6 µM]	?	-13%[87.6 µM]	-6	100µM*	?	-8%[88.5 µM]
Cc1cc2c(cc3c(SCc4ccc(Cl)cc4)nnc(C)n32)o1	-17%	nt	-1%	10	nt	nt	nt
Cc1ccc(NC(=O)N2CCC(CCNC(=O)C3CC3)CC2)cc1F	2%	11µM*	-16%	-7	-12%	-17%	i
O=C1Nc2ccccc2CC12CCCN2C1CCCCC1 (configuration not stated)	-20%[87.6 µM]	nt	5%[87.6 µM]	3	?	?	2%[88.5 µM]
CCCN(CC1CCOC1)C(=O)Nc1ccc(Cl)cc1 (configuration not stated)	-6%	-22%	46%[activator]	8	-21%	-15%	i
Cc1cccc(CCNC(=O)[C@@H]2C[C@@H](O)CN2C2CCNCC2)c1	3%	-10%	18%	-7	-9%	i	i
COc1ccc(NC(=O)c2ccc3c(c2)N(C(=O)c2ccc(OC)cc2)CC3)cc1	-28%	?	28%	-5	?	?	-10%
O=C1c2ccccc2C(=O)c2c1ccc(O)c2O	-2%[23.9 µM]	nt	-24%[25.6 µM]	-27*	nt	nt	?
COc1ccc(S(=O)(=O)NC[C@H]2O[C@@H](CO)[C@@H](O)[C@H]2N2CCc3ccccc3C2)cc1	3%	6%	-19%	-7	-3%	-11%	-1%
CCOc1ccc(-c2cn3c(n2)sc2cc(C(=O)NCCc4ccc(OC)cc4OC)ccc23)cc1	0%	nt	18%	1	nt	nt	nt
Cc1cc(N2CCOC(C(F)(F)F)C2)nc(-c2ccccc2)n1 (configuration not stated)	-1%	4%	27%	14	?	-21%	?
COc1ccc(-c2cc(C(=O)NCc3cnn(C)c3)c3c(c2)N(C)CCO3)cc1	-21%[87.6 µM]	8%[172 µM]	?	-24	?	?	i
CC(C)c1nc(CNC(=O)c2ccc(N(C)Cc3ccccn3)nc2)no1	5%	-7%	?	22	4%	-5%	-18%
COCCN1CCCCCC(O)c2cc(C(=O)NCCc3cccnc3)ccc21 (configuration not stated)	-11%	-7%	15%	-13	i	-7%	4%
CCN(CC)CCNC(=O)Cn1ncc2c3ccccc3n(Cc3ccc(Cl)cc3)c2c1=O	4%	nt	11%	10	nt	nt	nt
COCCOC1CCN(C(=O)CCc2ccc(OC)cc2)C1 (configuration not stated)	4%	15%	1%	28	2%	i	3%
COc1cccc(-c2ccc(C(=O)NCCNC(=O)Nc3ccccc3)cc2)c1	nt	nt	nt	-6	?	?	nt
CCc1nn2c(=O)cc(COC(=O)CNC(=O)COc3ccc(C)cc3)nc2s1	-10%	nt	0%	18	nt	nt	nt
O=C(NCCc1ccccc1)c1sc2ncccc2c1-n1cccc1	-6%	nt	108%[activator]	-17	nt	nt	nt
COc1cccc(CNC(=O)C2CCN(S(=O)(=O)c3c(C)noc3/C=C/c3cccs3)CC2)c1	-15%	nt	?	38	nt	nt	nt
CCC(=O)N1c2ccccc2CC1C(=O)NCCc1cc(OC)c(OC)c(OC)c1 (configuration not stated)	-3%	nt	17%	12	nt	nt	nt
COc1ccc2c(c1)OCC(C(=O)NCc1nc3c(s1)CCCC3)C2 (configuration not stated)	3%	4%	-2%	-3	?	?	-13%[11.5 µM]
O=C1NC2(CCN(Cc3ccc(F)cc3)C2)COc2ccccc21 (configuration not stated)	-8%[87.6 µM]	1%[172 µM]	-23%[87.6 µM]	23	?	28µM*	2%[88.5 µM]
Cc1ccccc1Nc1c(-c2ccc(N3CCOCC3)cc2)nc2cccc(C)n12	-17%	nt	20%	-9	nt	nt	nt
CCOc1ccc2nc(NC(=O)c3cc(=O)c4ccc(C)cc4o3)sc2c1	4%	nt	12%	-18	nt	nt	nt
COc1cccc(NC(=O)Cn2c(=O)oc3cc(S(=O)(=O)N4CCCCC4)ccc32)c1	?	nt	-36%	-3	nt	nt	nt
CCn1ncc(NC(=O)Cn2ncc3cc(-c4ccc(N(C)C)cc4)ccc32)n1	-4%	0.25µM*	-5%	10	?	?	-35%
COC(=O)c1cc(S(=O)(=O)NCC2CCN(Cc3ccc(F)cc3)CC2)c[nH]1	-8%	nt	6%	-8	nt	nt	nt
COc1ccc(-c2ccc(C(=O)N3CCCC(C)C3)c(Cl)c2)nn1 (configuration not stated)	nt	nt	nt	2	?	?	nt
Cc1cccc(-n2nc(-c3c(C)nc4scc(CC(=O)NC(C)C)n4c3=O)cc2C)c1C	0%	-7%	-5%	10	1%	-14%	-10%
CC(=O)N[C@@H]1CN(Cc2ccc(C)cn2)C[C@H]1CO	1%	0%	6%	-7	4%	-11%	i
CCc1nnc(SCC(=O)Nc2cccc(C(F)(F)F)c2)c2cc3oc(C)cc3n12	-1%	nt	-26%	-3	nt	nt	nt
O=S(=O)(c1cccc(C(F)(F)F)c1)N1CCN(c2ccc3nnc(-c4ccccc4)n3n2)CC1	nt	nt	nt	17	-11%	-33%	nt
CC(=O)Nc1ccc(S(=O)(=O)NC2(C(F)(F)F)C(=O)Nc3c2c(=O)[nH]c(=O)n3-c2cccc(Cl)c2)cc1 (configuration not stated)	-7%	nt	?	-13	nt	nt	nt
O=C(Nc1ccccc1-c1cn2c(CN3CCNCC3)csc2n1)c1ccc2ccccc2n1	?	nt	nt	-13	nt	nt	1%

Next part
Structure	HEK293 viab	FLuc inh	SNCA expr inh	IP6K1 inh	HEK cytotox	3T3 cytotox	GPT2 inh
CCC1(CC)CC1C(=O)N1CCC2(CC1)Nc1ccccc1NC2=O (configuration not stated)	-15%	6%	-4%	5	?	?	4%
O=C(NCCc1ccc(Cl)cc1)c1nc(-c2ccc(Cl)nc2)c2ccccn12	?	nt	99%[activator]	1	?	-20%	-9%
O=C(c1ccccc1F)N1CCN(c2nccc(Nc3ccccc3Cl)n2)CC1	10%	nt	-23%	3	?	?	-4%
Cc1ccccc1-c1ncc(CN2CCN(c3ccncc3C)CC2)cn1	4%	-5%	1%	13	?	-24%	2%
N#Cc1nc(-c2ccc(COc3ccc(Cl)cc3)o2)oc1N1CCCCC1	11%	nt	-2%	11	nt	nt	nt
Cc1ccc(NC(=O)C2(C)Cc3ccccc3C(=O)O2)c(C)c1 (configuration not stated)	8%	nt	53%[activator]	4	nt	nt	nt
COc1cccc(CN2CCC3(Cc4ccccc4CNC3=O)C2)c1 (configuration not stated)	-8%	nt	6%	0	?	-24%	5%
CCOc1ccc(C2Cn3nnc(-c4nc(-c5cccc(Br)c5)no4)c3CO2)cc1 (configuration not stated)	6%	-6%	-14%	-2	-3%	0%	i
Cc1nnc(SCc2cc(=O)c3cc(F)ccc3[nH]2)n1C	5%	nt	-12%	6	nt	nt	nt

6 records picked at random from the list so far, as already listed:
Structure	HEK293 viab	FLuc inh	SNCA expr inh	IP6K1 inh	HEK cytotox	3T3 cytotox	GPT2 inh
O=S(=O)(c1ccc(F)c(F)c1)N1CCCC(Cn2c(C3CC3)nc3cccnc32)C1 (configuration not stated)	10%	-9%	-1%	-4	-12%	?	i
O=c1n(-c2ccc(C(F)(F)F)cc2)nc2n1CCN(Cc1ccc(F)cc1)C2	10%&-9%	-10%	9%&-23%	-2&9	32µM*!	40µM*	0%
COc1cccc(CNC(=O)C2CCN(S(=O)(=O)c3c(C)noc3/C=C/c3cccs3)CC2)c1	-15%	nt	?	38	nt	nt	nt
CCOc1ccc(-c2cn3c(n2)sc2cc(C(=O)NCCc4ccc(OC)cc4OC)ccc23)cc1	0%	nt	18%	1	nt	nt	nt
CCOc1ccc(C2Cn3nnc(-c4nc(-c5cccc(Br)c5)no4)c3CO2)cc1 (configuration not stated)	6%	-6%	-14%	-2	-3%	0%	i
COCCOC1CCN(C(=O)CCc2ccc(OC)cc2)C1 (configuration not stated)	4%	15%	1%	28	2%	i	3%
